# Screening results: PubChem, National Center for Advancing Translational Sciences (NCATS)
# ATXN2 expr inh – inhibitors of ATXN2 expression | Potency, µM (series often up to 57 µM), for inactives: top-dose activity change, negative = inhibition, hits mostly inhibitors | HEK-293 ATXN2-luciferase reporter, luminescence, 24 h | hit rate 0.72% among 360,000 | AID 1745845; note: potency is the fitted concentration of half-maximal effect; % is set by controls: 0 for no effect and ±100 for the full control effect; nearly all actives have a fitted effect of over 55% in size
#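 ATXN2-luciferase reporter cells (luciferase flanked by upstream and downstream ATXN2 gene portions) were treated 24 h at 37 °C with compounds at up to 57 uM. SteadyGlo luminescence gave expression; GF-AFC fluorescence gave viability.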
# EPAC2 agonist – EPAC2 (human) agonism; hit rate 0.079% among 360,000; Q8WZA2; AID 720711; Potency, µM (titrated, usually from 154 µM), without a hit: at the highest dose activation, usual class: activators; EPAC2 activation, biochemical qHTS; response scale: 100% = 6.5 mM cAMP response; note: potency is the fitted concentration of half-maximal effect; nearly all actives have a fitted effect of over 50% in size
# Target sequence (Q8WZA2 whole entry, looked up): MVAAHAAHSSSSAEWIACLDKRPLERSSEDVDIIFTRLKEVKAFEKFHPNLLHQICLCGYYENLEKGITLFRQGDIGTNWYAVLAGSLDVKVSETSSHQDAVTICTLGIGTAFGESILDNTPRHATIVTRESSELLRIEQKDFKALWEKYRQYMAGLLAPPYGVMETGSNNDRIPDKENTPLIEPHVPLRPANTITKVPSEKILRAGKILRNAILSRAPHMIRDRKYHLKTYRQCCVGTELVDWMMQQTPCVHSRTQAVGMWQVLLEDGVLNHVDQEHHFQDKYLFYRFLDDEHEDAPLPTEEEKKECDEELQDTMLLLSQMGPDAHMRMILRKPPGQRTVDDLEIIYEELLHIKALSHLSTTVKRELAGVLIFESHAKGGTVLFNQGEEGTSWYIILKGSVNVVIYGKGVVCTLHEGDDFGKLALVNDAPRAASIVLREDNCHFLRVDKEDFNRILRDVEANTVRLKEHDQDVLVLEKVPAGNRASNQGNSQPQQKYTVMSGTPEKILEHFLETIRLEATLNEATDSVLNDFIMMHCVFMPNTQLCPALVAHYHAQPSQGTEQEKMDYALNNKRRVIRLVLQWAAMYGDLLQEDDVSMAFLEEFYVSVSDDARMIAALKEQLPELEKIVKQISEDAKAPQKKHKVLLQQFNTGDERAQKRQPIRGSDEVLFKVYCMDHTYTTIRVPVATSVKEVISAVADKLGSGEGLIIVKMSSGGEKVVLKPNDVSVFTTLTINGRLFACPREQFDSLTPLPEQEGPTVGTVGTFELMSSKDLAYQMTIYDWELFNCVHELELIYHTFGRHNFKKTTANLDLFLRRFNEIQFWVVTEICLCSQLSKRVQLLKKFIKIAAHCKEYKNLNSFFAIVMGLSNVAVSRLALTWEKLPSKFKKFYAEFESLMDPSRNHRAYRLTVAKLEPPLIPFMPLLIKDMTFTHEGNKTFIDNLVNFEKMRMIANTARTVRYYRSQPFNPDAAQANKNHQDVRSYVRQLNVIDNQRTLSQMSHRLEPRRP
#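 Fluorescence exchange assay: 100 nM EPAC2 with 250 nM RAP1B-BODIPY-GDP and 50 uM GDP; compounds tested as a concentration-titration series (qHTS). Loss of Rap1-bound BODIPY-GDP fluorescence read at 480/540 nm; data normalized to 6.5 mM cAMP.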
# A549 viability – counter-screen for Nrf2 inhibitors: cytotoxicity in A549 cells. AID 504648. A549 ARE-Fluc cells, CellTiter-Fluor viability, 18-24 h. hit rate 0.16% among 390,000. Potency, µM (titrated, usually from 46 µM), inactives show top-dose activity change, negative = cytotoxicity, most hits filed as inhibitors; note: potency is the fitted concentration of half-maximal effect; % is set by controls: 0 for no effect and ±100 for the full control effect
#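 A549 ARE-Fluc cells in 5% FBS OPTI-MEM, 5000 cells/well, rested 2 h then exposed to compounds in concentration-response for 18-24 h at 37 °C. Viability by CellTiter-Fluor fluorescence (Ex 405/Em 525) after 30 min; luciferase luminescence (BugLite, 15 min, RT) read afterwards.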
# IL-2 act – activates IL-2 in a cell-based reporter assay; IL-2 activation reporter assay, cell-based qHTS; stimulated with anti-CD3/CD4/CD28 beads; in transgenic mouse T cells; activation, % (series mostly up to about 46 µM); hit rate 0.065% among 360,000; AID 652025; in the data active = activation above about 50%; inconclusive = mostly about 30% to 49%; note: 0% is about no effect
#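 Unstimulated transgenic mouse T cells preincubated 60 min with compound, then stimulated with anti-CD3/anti-CD4-coated beads plus anti-CD28 for 18 h at 37 degrees C. IL-2 response read as EGFP and DsRed fluorescence by plate cytometry.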
# TGFb SMAD3 inh – TGF-b pathway inhibition; hit rate 1.2% among 410,000; Potency, µM (doses to about 46.1 µM), for the others: at the highest dose activity, negative = inhibition, actives largely listed as inhibitors; HepG2 CAGA-GFP TGF-b/SMAD3 reporter, GFP fluorescence, 18 h; TGF-beta stimulated, 500 pg/mL final; note: potency is the fitted concentration of half-maximal effect; % is set by controls: 0 for no effect and ±100 for the full control effect; nearly all actives have a fitted effect of over 65% in size
#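 First, reporter cells (HEPG2 CAGA-GFP) rested 2 h at 37 degrees C. Next, compounds were pinned in and TGF-beta added to 500 pg/mL final. After 18 h, GFP was imaged per cell and summed per well.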
# HepG2 tox – counter-screen for TGF-b inhibitors: cytotoxicity in HepG2 cells; HepG2 CAGA-GFP viability, ATP luminescence, 18 h; Potency, µM (highest dose often 46.1 µM), for the others: at the highest dose activity change, negative = cytotoxicity, most hits filed as cytotoxic; hit rate 0.76% among 410,000; AID 588856; note: potency is the fitted concentration of half-maximal effect; some results filed as inactive show a strong effect at the top dose
#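 HepG2 CAGA-GFP cells (1000/well, DMEM with 1% FBS) received compound, then TGF-beta at 500 pg/mL final, and were incubated 18 hours at 37 degrees C. Viability was read by CellTiter-Glo luminescence. Media-only wells were set as complete cell-killing and DMSO as no toxicity.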
# Nrf2 block – inhibitors of Nrf2 signaling | A549 ARE-Fluc reporter, luciferase luminescence, 18-24 h | AID 504444 | Potency, µM (titrated, usually from 46 µM), for the others: at the top dose activity change, negative = inhibition, usual class: inhibitors | hit rate 2.1% among 360,000; note: potency is the fitted concentration of half-maximal effect; % is set by controls: 0 for no effect and ±100 for the full control effect; nearly all actives have a fitted effect of over 60% in size
#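 Cells were seeded and rested 2 h, then exposed to compounds for 18-24 h. CellTiter-Fluor was read first as a viability measure. BugLite was added 15 min before the final luminescent read of ARE-luciferase activity in A549 cells.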
# ATXN viability – viability counter-screen for ATXN expression inhibitors | S2 cells (HEK-293 line with an ATXN2-luciferase reporter) viability, CellTiter-Fluor protease fluorescence, 24 h | hit rate 0.49% among 400,000 | Potency, µM (titrated, usually from 56.7 µM), usual class: cytotoxic; note: potency is the fitted concentration of half-maximal effect; nearly all actives have a fitted effect of over 40% in size
# Nrf2 ARE act – activates Nrf2 signaling. AREc32 ARE-luciferase reporter (MCF7-derived line), luminescence, 24 h. Potency, µM (doses to about 46.1 µM), for inactives: at the top dose activation, most hits filed as activators. hit rate 0.31% among 410,000. AID 624171; note: potency is the fitted concentration of half-maximal effect; % of control where 0% means no effect; nearly all actives have a fitted effect of over 65% in size
#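 Nrf2 activation is followed as ARE-luciferase induction in the AREc32 line after one day of compound treatment; luminescence is read with Steady-Glo.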
# Starred values were filed as active, the others as inactive; i = inactive; ? = inconclusive; nt = no result given; [ ] = another dose, or the depositor's remark. Unless noted, calls come from the whole dose curve; as a rule, active = well fitted curve in the direction sought with a large enough effect; inconclusive = small, poorly fitted or top-dose-only effect, or another doubt; inactive = no such curve, though single readings can be large; an effect the other way counts as inactive or inconclusive.
SMILES,ATXN2 expr inh,EPAC2 agonist,A549 viability,IL-2 act,TGFb SMAD3 inh,HepG2 tox,Nrf2 block,ATXN viability,Nrf2 ARE act
CC(C)COC(=O)N1CCCCC1c1cc(C(=O)NCc2ccccc2)no1 (stereo not drawn),7%,9%,nt,0.1,13%,3%,nt,i,0.2%[9.22 µM]
N#Cc1ccc(C(=O)OCc2cccc(S(=O)(=O)N3CCOCC3)c2)cc1,-16%,0%,-5%,-4.3,-21%,3%,-2%,?,-0.3%
COc1ccc(-c2nc(S(=O)(=O)c3ccccc3)c(N3CCCCC3)o2)cc1,-8%,nt,3%,nt,-1%,-5%,4%,i,0.1%
O=C(O)C(=Cc1cc2c(cc1[N+](=O)[O-])OCO2)c1cc2c(cc1Br)OCO2,1%,3%,-9%,-3.7,-8%,-16%,0%,i,4.1%
CC(=O)Nc1ccc(N2CCN(Cc3ccccc3F)CC2)cc1,1%,7%,?,-2.0,-3%,-30%,-2%,i,-1.7%
Cc1ccccc1CSc1ncc(CO)n1Cc1ccc(F)cc1,-8%,nt,10%,nt,-20%,-28%,nt,i,2.5%
Cc1ccc2cc3cc(C(=O)N4CCN(C(=O)c5ccco5)CC4)sc3nc2c1,53%[activator],1%,4%,0.2,9%,-2%,nt,i,4.6%
COCCn1c(SCC(=O)Nc2ccc(Cl)c(S(=O)(=O)N(C)C)c2)nc2ccccc21,-36%,4%,-19%,-3.7,-1%,-23%,?,i,-0.2%
CC(C)(C)OC(=O)N[C@@H](COCc1ccccc1)C(=O)N[C@@H](CO)[C@H](O)[C@@H]1C[C@@H]1C(=O)NC1CCCCC1,13%,-1%,-2%,1.1,0%,3%,-4%,i,0.6%
CCC1Cc2[nH]c(=S)[nH]c(=O)c2C(c2ccc(F)cc2)O1 (stereo not drawn),13%,9%,nt,-0.6,-8%,-43%,nt,i,-0.7%
CN1OC[C@@H]2CN(S(=O)(=O)c3ccccc3)[C@H](c3ccccc3Br)C[C@@H]21,9%,0%,nt,0.0,2%,3%,nt,i,0.3%
CCCCCOc1ccc(C(=O)NCCC(=O)NCCCC(=O)OCC)cc1,-10%,0%,0%,-0.6,-8%,-3%,8%,i,-0.4%

# Structural class: those above with bromine (two)
SMILES,ATXN2 expr inh,EPAC2 agonist,A549 viability,IL-2 act,TGFb SMAD3 inh,HepG2 tox,Nrf2 block,ATXN viability,Nrf2 ARE act
O=C(O)C(=Cc1cc2c(cc1[N+](=O)[O-])OCO2)c1cc2c(cc1Br)OCO2,1%,3%,-9%,-3.7,-8%,-16%,0%,i,4.1%
CN1OC[C@@H]2CN(S(=O)(=O)c3ccccc3)[C@H](c3ccccc3Br)C[C@@H]21,9%,0%,nt,0.0,2%,3%,nt,i,0.3%

# Part of the list above, with values under each structure:
# Values in the order – ATXN2 expr inh	EPAC2 agonist	A549 viability	IL-2 act	TGFb SMAD3 inh	HepG2 tox	Nrf2 block	ATXN viability	Nrf2 ARE act
COc1ccc(-c2nc(S(=O)(=O)c3ccccc3)c(N3CCCCC3)o2)cc1
    -8%	nt	3%	nt	-1%	-5%	4%	i	0.1%
CC(C)COC(=O)N1CCCCC1c1cc(C(=O)NCc2ccccc2)no1 (stereo not drawn)
    7%	9%	nt	0.1	13%	3%	nt	i	0.2%[9.22 µM]

# The listing picks up, starting two compounds before the break.
SMILES,ATXN2 expr inh,EPAC2 agonist,A549 viability,IL-2 act,TGFb SMAD3 inh,HepG2 tox,Nrf2 block,ATXN viability,Nrf2 ARE act
CN1OC[C@@H]2CN(S(=O)(=O)c3ccccc3)[C@H](c3ccccc3Br)C[C@@H]21,9%,0%,nt,0.0,2%,3%,nt,i,0.3%
CCCCCOc1ccc(C(=O)NCCC(=O)NCCCC(=O)OCC)cc1,-10%,0%,0%,-0.6,-8%,-3%,8%,i,-0.4%
COc1ccc2c(c1OC)C(=O)N(c1ccc(O)cc1)C2,11%,7%,1%,1.6,5%,-19%,?,i,2.5%
Cc1ccc2[nH]c(C(=O)Nc3ccc(F)cc3)cc2c1,2%,8%,1%,-0.2,-25%,-3%,10%,?,4.4%
CCOC(=O)CCn1nc(-c2ccc(Cl)cc2)cc1N,30%,-2%,-6%,-0.8,2%,-3%,8%,i,0.8%
Oc1ccc2[nH]ccc2c1,12%,8%,2%,5.5,0%,6%,-3%,i,2.0%
Cc1cc(C)nc(SCC(=O)N/N=C/c2cccc([N+](=O)[O-])c2)n1,?,-4%,7%,-0.4,2%,1%,-16%,i,0.3%
COc1ccc(NC(=O)CN(C)C(=O)Cc2ccsc2)cc1,2%,8%,3%,-0.3,-11%,-2%,3%,i,0.1%
CCCCc1nnc(NC(=O)C=C(C)C)s1,2%,-8%,-3%,-3.3,2%,-6%,-2%,i,-0.5%
COc1cccc(CNC(=O)CN2N=C(c3ccc(C)cc3)CCC2=O)c1,nt,nt,18%,nt,2%,-7%,nt,nt,-0.4%
NC(=O)Cn1cnc2c(nnn2-c2ccc(F)cc2)c1=O,24%,-1%,1%,-2.7,2%,4%,4%,i,-0.7%
O=C(NCc1cccc(F)c1)c1cccc(NC(=O)c2nsc3ccccc23)c1,8%,nt,-8%,nt,-1%,-24%,nt,?,9.8%
C#CCNC(=O)[C@H](Cc1ccc(C(=O)c2ccccc2)cc1)NC(=O)OC(C)(C)C,-5%,2%,1%,0.6,-11%,-9%,4%,i,3.6%
Cc1ccc(C(=O)C2=C(O)C(=O)N(Cc3cccnc3)C2c2ccc(Br)cc2)o1 (stereo not drawn),-11%,9%,-7%,-0.6,9%,-20%,-13%,i,-0.5%
CC(CN(C(N)=O)c1ccccc1O)C(=O)O (stereo not drawn),-8%,15%,2%,0.2,?,0%,nt,?,3.9%
O=S(=O)(NCCc1ccccc1)c1ccc(F)cc1Br,21%,5%,0%,0.6,-10%,-10%,-7%,i,3.4%
Cc1cc(C)cc(C(=O)NCC(=O)NCc2ccc(S(N)(=O)=O)cc2)c1,-14%,0%,-4%,-1.0,4%,0%,-12%,i,-0.4%
COc1ccc(S(=O)(=O)NCC2CCC(C(=O)NCC(OC)OC)CC2)cc1 (stereo not drawn),-10%,0%,0%,-0.4,?,5%,2%,i,0.2%
CC(C)(C)c1ccc(OCC(O)CN2CCc3ccccc3C2)cc1 (stereo not drawn),nt,3%,0%,0.3,?,-175%,0%,?,-1.6%
CS(=O)(=O)NCCC1=CCCCC1,-2%,6%,-2%,-0.8,0%,0%,11%,i,0.2%
CC(=O)N(C)c1ccc(NC(=O)c2ccco2)cc1,21%,-9%,-3%,1.0,14%,-8%,11%,i,0.3%
O=C(/C=C/c1ccco1)Nc1ccc2c(c1)OCCO2,7%,-3%,-9%,-4.7,2%,-3%,?,i,6.7%
CC(=O)Nc1nc(-c2cccc3ccccc23)cs1,35%,10%,-10%,-0.5,6%,-2%,0%,i,4.9%
CC(=O)Nc1ccc(S(=O)(=O)NCC(=O)OCC(=O)N2CCN(c3ccccc3)CC2)cc1,-12%,4%,2%,-0.8,-22%,-18%,-10%,i,0.8%
CCOc1ccccc1OCCCC(=O)NC1=NCCS1,4%,5%,3%,1.3,4%,-10%,1%,i,0.1%
CN(C)S(=O)(=O)c1cccc(C(=O)Nc2ccccc2C(=O)NC2CC2)c1,3%,-3%,-1%,0.3,-3%,-2%,-8%,i,0.2%
CCOC(=O)C=Cc1ccc(C(=O)OCC)[nH]1,nt,-4%,nt,-2.5,-13%,-1%,nt,?,3.7%
COc1ccccc1CNC(=O)c1cc(S(=O)(=O)N2CCCCCC2)cn1C,-7%,nt,5%,nt,0%,-22%,nt,i,2.6%
COc1ccc(CNS(=O)(=O)c2ccc(-c3ccc(=O)[nH]n3)o2)cc1,nt,7%,1%,0.9,-2%,-9%,0%,i,-0.4%
CC1C(=O)CCN(C(C)(C)C)C1C (stereo not drawn),12%,-82%[inhibitor][15.6 µM],1%,0.4,15%,2%,-1%,i,0.3%
CCCCn1c(N)c(N(CCOC)C(=O)COC(=O)C(C)(C)Oc2ccc(Cl)cc2)c(=O)[nH]c1=O,5%,-5%,-5%,-5.5,0%,0%,-9%,i,-0.7%
CSCCC(C(=O)OC1CCOC1=O)N1C(=O)c2ccccc2C1=O (stereo not drawn),-8%,12%,-4%,0.3,-26%,-9%,5%,i,-0.9%
O=C(NC(C(=O)N/N=C/c1ccncc1)c1n[nH]c(=O)c2ccccc12)c1ccccc1 (stereo not drawn),3%,4%,-4%,2.2,-2%,8%,8%,i,0.5%
O=C(NCC1COc2ccccc2O1)C1C2C=CC3(CN(Cc4ccccc4Cl)C(=O)C13)O2 (stereo not drawn),4%,1%,-1%,-1.9,4%,-15%,3%,i,0.0%
